High-throughput results as filed in PubChem.
PI5P4K alpha inh: blocks human PI5P4K alpha kinase activity; PI5P4Kalpha enzyme, ADP-Glo luminescence, 60 min; hits give low values; AID 652105; max response, %; hit rate 1.2% among 330,000; P48426; active = max response of -50% or lower; inconclusive = between -30% and -50%; inactive = -30% or higher; note: value at the top dose of about 77 µM; % is set by controls: 0 for no effect and ±100 for the full control effect
Target sequence (P48426 whole entry, looked up): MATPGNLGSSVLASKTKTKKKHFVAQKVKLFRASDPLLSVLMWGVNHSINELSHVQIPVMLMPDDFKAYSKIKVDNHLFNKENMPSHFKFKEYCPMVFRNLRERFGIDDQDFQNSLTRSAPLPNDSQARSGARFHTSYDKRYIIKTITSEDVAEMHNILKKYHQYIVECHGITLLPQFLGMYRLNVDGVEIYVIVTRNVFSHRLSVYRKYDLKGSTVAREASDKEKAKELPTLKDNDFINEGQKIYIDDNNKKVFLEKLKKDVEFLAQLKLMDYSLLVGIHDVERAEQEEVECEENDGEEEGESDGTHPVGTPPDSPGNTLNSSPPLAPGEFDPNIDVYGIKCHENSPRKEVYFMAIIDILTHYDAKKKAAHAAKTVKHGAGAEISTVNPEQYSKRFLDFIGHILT
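Controls without substrate or without enzyme flank wells where PI5P4Kalpha converts substrate using 5 microM ATP (final). Incubation lasts 60 minutes at room temperature; ADP formed is read by ADP-Glo luminescence.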
WRN helicase inh: blocks human WRN helicase | hit rate 0.46% among 360,000 | WRN helicase unwinding, fluorescent forked duplex, kinetic | Potency, µM (highest dose often 114 µM), for the others: top-dose activity change, negative = inhibition, usual class: inhibitors | Q14191 | AID 651768; note: potency is the fitted concentration of half-maximal effect; % is set by controls: 0 for no effect and ±100 for the full control effect; nearly all actives have a fitted effect of over 55% in size
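Screening of the MLSMR collection measured strand separation of a quenched forked DNA duplex (100 nM) by 20 nM WRN with 2 mM ATP, all final. Compounds were preincubated with enzyme 15 min at room temperature.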
PLK1 PBD inh: inhibitors of human PLK1 polo-box domain binding; Potency, µM, for inactives: max response, negative = inhibition, hits mostly inhibitors; Plk1 PBD binding of FITC phosphopeptide, fluorescence polarization; hit rate 2.8% among 360,000; P53350; note: potency is the fitted concentration of half-maximal effect; series mostly up to about 57 µM; % is set by controls: 0 for no effect and ±100 for the full control effect; nearly all actives have a fitted effect of over 65% in size
Target sequence (P53350 whole entry, looked up, the tested form may be a part): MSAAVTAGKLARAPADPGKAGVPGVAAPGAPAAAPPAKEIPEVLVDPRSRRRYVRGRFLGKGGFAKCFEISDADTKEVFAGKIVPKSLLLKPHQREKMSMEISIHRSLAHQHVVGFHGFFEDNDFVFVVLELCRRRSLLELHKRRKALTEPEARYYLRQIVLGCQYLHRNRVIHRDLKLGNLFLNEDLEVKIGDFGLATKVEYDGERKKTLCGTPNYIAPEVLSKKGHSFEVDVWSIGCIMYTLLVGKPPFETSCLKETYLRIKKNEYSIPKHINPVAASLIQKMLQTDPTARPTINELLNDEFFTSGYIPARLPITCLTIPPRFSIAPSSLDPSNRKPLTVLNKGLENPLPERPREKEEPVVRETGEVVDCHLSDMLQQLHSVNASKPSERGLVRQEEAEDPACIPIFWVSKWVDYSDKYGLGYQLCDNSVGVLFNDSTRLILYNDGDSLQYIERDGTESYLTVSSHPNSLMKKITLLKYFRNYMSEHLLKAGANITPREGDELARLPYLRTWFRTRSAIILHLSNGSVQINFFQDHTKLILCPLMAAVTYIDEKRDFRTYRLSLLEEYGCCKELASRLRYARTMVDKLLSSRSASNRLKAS
EPAC1 antagonist: blocks human EPAC1 exchange factor. O95398. EPAC1 GEF assay, Rap1b-BODIPY-GDP exchange fluorescence. Potency, µM (highest dose often 115 µM), for inactives: top-dose activity change, negative = inhibition, hits mostly inhibitors. hit rate 0.14% among 360,000;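 note: potency is the fitted concentration of half-maximal effect; plate controls were vehicle for no effect and positive control for full effect; nearly all actives have a fitted effect of over 50% in size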
EPAC1 agonist: EPAC1 (human) agonism. O95398. EPAC1 agonist qHTS, biochemical assay; response scale: 100% = response to 6.5 mM cAMP. Potency, µM (titrated, usually from 154 µM), for the others: at the top dose activation, hits mostly activators. hit rate 0.073% among 360,000; note: potency is the fitted concentration of half-maximal effect; nearly all actives have a fitted effect of over 60% in size
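EPAC1 100 nM, Rap1B–BODIPY-GDP 250 nM, unlabeled GDP 50 uM; compound titration; 5 min RT; kinetic read ex480/em540 at 5-min intervals ×30 min; data normalized to 6.5 mM cAMP agonist control.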
IL2 activator: activators of IL-2 | activation, % (series mostly up to about 46 µM) | IL-2 activation reporter assay, cell-based qHTS; stimulated with anti-CD3/CD4/CD28 beads; in transgenic mouse T cells | hit rate 0.065% among 360,000 | AID 652025; in the data active = activation above about 50%; inconclusive = mostly about 30% to 49%; note: 0% is about no effect
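Unstimulated transgenic mouse T cells; 60-min compound exposure; bead-based TCR/CD4/CD28 stimulation; 18 h culture, 37 degrees C; dual fluorescence (EGFP, DsRed) plate cytometry.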
EPAC2 agonist: EPAC2 (human) agonism. Potency, µM (series often up to 154 µM), without a hit: top-dose activation, actives largely listed as activators. EPAC2 activation, biochemical qHTS; response scale: 100% = 6.5 mM cAMP response. hit rate 0.079% among 360,000; note: potency is the fitted concentration of half-maximal effect; nearly all actives have a fitted effect of over 50% in size
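Compounds were titrated in qHTS against a Rap1B-BODIPY-GDP (250 nM) complex with EPAC2 (100 nM) and GDP (50 uM). BODIPY-GDP release tracked at 480/540 nm over 30 min at room temperature, normalized to 6.5 mM cAMP.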
CCT modulator: changes cytosolic chaperonin activity; purified chaperonin ATPase assay, HTRF ADP detection, 30 min; activity change, % (no concentration beside the values), hits read low; hit rate 0.3% among 360,000; in the data active = activity change below about -30%; note: % is set by controls: 0 for no effect and ±100 for the full control effect
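First, chaperonin was dispensed at 40 nM or 20 nM final depending on batch activity. Next, compounds were pinned at 76 uM and ATP added at 10 uM. After 30 min at 37 °C, ADP detection reagents ran 30 min at ambient temperature.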
Numbers without * were called inactive; [ ] = dose if it differs, or a comment. Unless noted, calls come from the whole dose curve; as a rule, active = well fitted curve in the direction sought with a large enough effect; inconclusive = small, poorly fitted or top-dose-only effect, or another doubt; inactive = no such curve, though single readings can be large; an effect the other way counts as inactive or inconclusive.

For O=C(COC(=O)c1cccc2ccccc12)NCCCc1ccccc1 the results were PI5P4K alpha inh 32.3, WRN helicase inh -27.5%, PLK1 PBD inh -0.7%, EPAC1 antagonist -6.7%, EPAC1 agonist 17.6%, IL2 activator -0.2, EPAC2 agonist -4.5% and CCT modulator -1.7.
For COc1ccc(NC(=O)C2C(=O)NC3(C)CC2c2ccccc2O3)cc1 (centres undefined) the results were PI5P4K alpha inh 11.1, WRN helicase inh 1.2%, PLK1 PBD inh -3.7%, EPAC1 antagonist -10.1%, EPAC1 agonist -4.7%, IL2 activator -0.2, EPAC2 agonist 6.0% and CCT modulator -3.3.
CN1c2ccccc2C(O)=C(C(=S)Nc2ccc(F)c(Cl)c2)S1(=O)=O was read as PI5P4K alpha inh inconclusive, WRN helicase inh inconclusive, PLK1 PBD inh -15.1%, EPAC1 antagonist -22.6%, EPAC1 agonist -5.0%, IL2 activator 1.4, EPAC2 agonist -14.6% and CCT modulator -4.3.
For Cc1nn(Cc2ccccc2)c2c1C(c1cccc(Cl)c1)C(C#N)=C(N)O2 (centres undefined) the results were PI5P4K alpha inh -1.5, WRN helicase inh -20.2%, PLK1 PBD inh 26.7µM*, EPAC1 antagonist 4.4%, EPAC1 agonist 5.7%, IL2 activator -0.2, EPAC2 agonist 16.3% and CCT modulator 0.0.
For Cc1c(Cl)cccc1NC(=O)[C@@]1(CC(=O)O)CC(/C=C/c2ccccc2)=NO1 the results were PI5P4K alpha inh 0.8, WRN helicase inh -5.4%, PLK1 PBD inh -1.9%, EPAC1 antagonist -4.5%, EPAC1 agonist -8.9%, IL2 activator -2.9, EPAC2 agonist 0.6% and CCT modulator 2.1.
Screening CC1Cc2ccccc2N1S(=O)(=O)c1c(N)n(C)c(=O)n(C)c1=O (centres undefined) returned PI5P4K alpha inh -11.3, WRN helicase inh -2.3%, PLK1 PBD inh -2.7%, EPAC1 antagonist 14.1%, EPAC1 agonist 3.7%, IL2 activator 0.1, EPAC2 agonist 2.0% and CCT modulator 0.0.
`Cc1oc2ccc(O)cc2c1C(=O)c1ccccc1` gave PI5P4K alpha inh -4.8, WRN helicase inh 4.7%, PLK1 PBD inh -13.1%, EPAC1 antagonist 2.4%, EPAC1 agonist 3.4%, IL2 activator 0.0, EPAC2 agonist 0.0% and CCT modulator 0.5.
`C=CCn1c(SCC(=O)Nc2ccccc2OC)nnc1-c1ccccn1` gave WRN helicase inh -0.7%, PLK1 PBD inh -14.1%, EPAC1 antagonist -13.5%, EPAC1 agonist 6.4%, IL2 activator 0.6, EPAC2 agonist 14.5% and CCT modulator -2.5.
For Cc1c(Br)c([N+](=O)[O-])nn1CC(=O)NCCc1ccc(Cl)cc1 the results were PI5P4K alpha inh -4.9, WRN helicase inh 0.0%, PLK1 PBD inh -9.4%, EPAC1 antagonist -9.0%, EPAC1 agonist 3.9%, IL2 activator -0.1, EPAC2 agonist 0.2% and CCT modulator -0.8.
`O=C(Cc1ccccc1[N+](=O)[O-])Nc1ccc2c(c1)OCO2` gave PI5P4K alpha inh 1.0, WRN helicase inh 3.4%, PLK1 PBD inh -2.0%, EPAC1 antagonist -8.3%, EPAC1 agonist 2.9%, IL2 activator -1.1, EPAC2 agonist -3.5% and CCT modulator -0.1.
Screening O=C(Nc1ccccc1-c1ccccc1)c1ccc(=O)[nH]n1 returned PI5P4K alpha inh -0.5, WRN helicase inh 2.8%, PLK1 PBD inh 5.7%, EPAC1 antagonist 0.1%, EPAC1 agonist 0.6%, IL2 activator 0.2, EPAC2 agonist 2.5% and CCT modulator 1.3.
For CCOc1ccc(C(=O)C(C)OC(=O)c2nc(Cl)ccc2Cl)cc1 (centres undefined) the results were PI5P4K alpha inh 7.1, WRN helicase inh -3.7%, PLK1 PBD inh -2.3%, EPAC1 antagonist 12.0%, EPAC1 agonist 3.5%, IL2 activator -7.6, EPAC2 agonist 4.5% and CCT modulator 2.0.
Screening O=C1C2C3CCC(C3)C2C(=O)N1Cc1ccccc1 (centres undefined) returned PI5P4K alpha inh 4.9, WRN helicase inh 2.1%, PLK1 PBD inh -8.3%, EPAC1 antagonist -12.0%, EPAC1 agonist -3.6%, IL2 activator -0.6, EPAC2 agonist 6.0% and CCT modulator -1.2.
Screening CN(C)CCCNc1nc2cc(-c3ccc(C(=O)N4CCN(C)CC4)cc3)sc2c(=O)n1C returned PI5P4K alpha inh 10.4, WRN helicase inh -4.0%, PLK1 PBD inh -3.2%, EPAC1 antagonist 0.2%, EPAC1 agonist -3.2%, IL2 activator -0.3, EPAC2 agonist 6.4% and CCT modulator -0.2.
Screening CCCCn1c(N)c(N(CCOC)C(=O)c2ccc(COc3ccccc3)o2)c(=O)[nH]c1=O returned PI5P4K alpha inh 5.4, WRN helicase inh -0.9%, PLK1 PBD inh -5.5%, EPAC1 antagonist -0.8%, EPAC1 agonist 3.8%, IL2 activator 0.3, EPAC2 agonist 0.6% and CCT modulator 1.8.

Brought forward from above: 2 compounds, followed by the next part.
Screening CN(C)CCCNc1nc2cc(-c3ccc(C(=O)N4CCN(C)CC4)cc3)sc2c(=O)n1C returned PI5P4K alpha inh 10.4, WRN helicase inh -4.0%, PLK1 PBD inh -3.2%, EPAC1 antagonist 0.2%, EPAC1 agonist -3.2%, IL2 activator -0.3, EPAC2 agonist 6.4% and CCT modulator -0.2.
Screening CCCCn1c(N)c(N(CCOC)C(=O)c2ccc(COc3ccccc3)o2)c(=O)[nH]c1=O returned PI5P4K alpha inh 5.4, WRN helicase inh -0.9%, PLK1 PBD inh -5.5%, EPAC1 antagonist -0.8%, EPAC1 agonist 3.8%, IL2 activator 0.3, EPAC2 agonist 0.6% and CCT modulator 1.8.
`COc1ccc(NC(=O)C2C3C=CC4(O3)C2C(=O)N(CCN2CCCCC2C)C4C(=O)NC2CCCC(C)C2C)cc1` (centres undefined) gave PI5P4K alpha inh 3.3, WRN helicase inh 8.8%, PLK1 PBD inh -10.4%, EPAC1 antagonist -11.8%, EPAC1 agonist 11.6%, IL2 activator 0.1, EPAC2 agonist 9.5% and CCT modulator -0.9.
Cc1cccc(NC(=O)CSc2nccn2Cc2ccco2)c1C was read as PI5P4K alpha inh 3.9, WRN helicase inh 2.8%, PLK1 PBD inh -6.6%, EPAC1 antagonist -3.6%, EPAC1 agonist 6.0%, IL2 activator -3.8, EPAC2 agonist 6.4% and CCT modulator 0.0.
Cc1ccc(N2C(=O)C3NN=C(C(=O)OCc4ccccc4)C3C2=O)c(C)c1 (centres undefined) was read as PI5P4K alpha inh -9.1, WRN helicase inh 1.1%, PLK1 PBD inh -12.5%, EPAC1 antagonist -22.6%, EPAC1 agonist -2.0%, IL2 activator -4.4, EPAC2 agonist -1.5% and CCT modulator 0.1.
Screening C/C(=N\O)C(=O)NCC1CCNCC1 returned PI5P4K alpha inh -18.5, WRN helicase inh 9.4%, PLK1 PBD inh 26.7µM*, EPAC1 antagonist -3.9%, EPAC1 agonist -9.3%, IL2 activator 0.1, EPAC2 agonist 2.0% and CCT modulator -2.2.
Screening CCS(=O)(=O)c1ccc(O)c(NC(=O)Nc2ccccc2)c1 returned WRN helicase inh -6.4%, PLK1 PBD inh -10.2%, EPAC1 antagonist 4.3%, EPAC1 agonist 2.3%, IL2 activator -1.3, EPAC2 agonist 3.5% and CCT modulator -0.5.
For O=C(CN1CCN(C(=O)c2ccco2)CC1)Nc1cc(C(F)(F)F)ccc1Cl the results were PI5P4K alpha inh 38.2, WRN helicase inh 0.4%, PLK1 PBD inh -0.7%, EPAC1 antagonist 10.8%, EPAC1 agonist -6.5%, IL2 activator 0.5, EPAC2 agonist -17.5% and CCT modulator 0.3.
O=S1c2ccccc2Nc2ccccc21 was read as PI5P4K alpha inh 2.5, WRN helicase inh 0.3%, PLK1 PBD inh -1.0%, EPAC1 antagonist -10.7%, EPAC1 agonist -26.4%, IL2 activator 1.0, EPAC2 agonist 6.8% and CCT modulator -0.7.
`O=C(Nc1ccccc1Cl)OCc1cncs1` gave PI5P4K alpha inh 6.4, WRN helicase inh 8.5%, PLK1 PBD inh 3.2%, EPAC1 antagonist -16.9%, EPAC1 agonist -10.0%, IL2 activator 0.2, EPAC2 agonist 0.5% and CCT modulator 0.0.
For CCOC(=O)c1c(C)[nH]c(C)c1C(=O)COC(=O)/C=C/c1ccc(OC(F)F)cc1 the results were PI5P4K alpha inh 5.6, WRN helicase inh -26.7%, PLK1 PBD inh -12.1%, EPAC1 antagonist inconclusive, EPAC1 agonist -0.9%, IL2 activator -0.4, EPAC2 agonist 4.9% and CCT modulator -3.0.
`O=C(NCc1ccccc1)C(c1cccc2ccccc12)n1c(=O)c(-c2ccccc2)nc2ccccc21` (centres undefined) gave PI5P4K alpha inh 5.0, WRN helicase inh -0.4%, PLK1 PBD inh -7.7%, EPAC1 antagonist -5.4%, EPAC1 agonist 8.7%, IL2 activator -0.6 and EPAC2 agonist 11.1%.
For O=C(Nc1ccc(F)cc1Cl)c1ccc2c(=O)n3c(nc2c1)CCC3 the results were PI5P4K alpha inh -23.4, WRN helicase inh -5.4%, PLK1 PBD inh -2.8%, EPAC1 antagonist -12.0%, EPAC1 agonist -0.7%, IL2 activator -0.6, EPAC2 agonist -0.2% and CCT modulator -3.6.
For O=C(CSc1ncn[nH]1)c1cccc([N+](=O)[O-])c1 the results were PI5P4K alpha inh -20.5, WRN helicase inh -27.4%[57.1 µM], PLK1 PBD inh inconclusive, EPAC1 antagonist -27.9%, EPAC1 agonist 20.1%, IL2 activator -2.2, EPAC2 agonist 3.9% and CCT modulator 1.1.
For Cc1ccc(/C=N/NC(=O)c2c[nH]c3ccccc23)s1 the results were PI5P4K alpha inh 6.3, WRN helicase inh -23.2%, PLK1 PBD inh 2.5%, EPAC1 antagonist 4.1%, EPAC1 agonist 6.0%, IL2 activator 0.1, EPAC2 agonist 15.1% and CCT modulator 0.6.
For Cn1c(NC(=O)CCc2ccccc2)cc(=O)n(C)c1=O the results were PI5P4K alpha inh 0.0, WRN helicase inh -10.1%, PLK1 PBD inh -18.2%, EPAC1 antagonist -10.0%, EPAC1 agonist -9.9%, IL2 activator -2.9, EPAC2 agonist 7.5% and CCT modulator -1.2.
CCn1cc(CN2CCC(C(=O)Nc3cccc(-c4cccc(Cl)c4)c3)CC2)c(C)n1 was read as PI5P4K alpha inh -0.4, WRN helicase inh 19.6%, PLK1 PBD inh 7.9%, EPAC1 antagonist 15.4%, EPAC1 agonist -3.6%, IL2 activator -6.0, EPAC2 agonist -5.9% and CCT modulator 0.1.
`Cc1n[nH]c(C)c1S(=O)(=O)N1CCCCCC1` gave PI5P4K alpha inh 0.7, WRN helicase inh -13.0%, PLK1 PBD inh -1.9%, EPAC1 antagonist 8.0%, EPAC1 agonist -4.9%, IL2 activator -0.1, EPAC2 agonist 8.9% and CCT modulator 0.2.

This is a subset (hit frequency here may not be typical).
